High-throughput results (PubChem)
Pol eta inh: blocks human DNA polymerase eta activity. recombinant Pol eta, fluorescent DNA replication assay. Potency, µM (titrated, usually from 114 µM), inactives show at the highest dose activity change, negative = inhibition, hits mostly inhibitors. Q9Y253. AID 588591. hit rate 1.2% among 390,000; further: on the % scale 0 is the no-effect control and ±100 the full control effect
Target sequence (Q9Y253 whole entry, looked up): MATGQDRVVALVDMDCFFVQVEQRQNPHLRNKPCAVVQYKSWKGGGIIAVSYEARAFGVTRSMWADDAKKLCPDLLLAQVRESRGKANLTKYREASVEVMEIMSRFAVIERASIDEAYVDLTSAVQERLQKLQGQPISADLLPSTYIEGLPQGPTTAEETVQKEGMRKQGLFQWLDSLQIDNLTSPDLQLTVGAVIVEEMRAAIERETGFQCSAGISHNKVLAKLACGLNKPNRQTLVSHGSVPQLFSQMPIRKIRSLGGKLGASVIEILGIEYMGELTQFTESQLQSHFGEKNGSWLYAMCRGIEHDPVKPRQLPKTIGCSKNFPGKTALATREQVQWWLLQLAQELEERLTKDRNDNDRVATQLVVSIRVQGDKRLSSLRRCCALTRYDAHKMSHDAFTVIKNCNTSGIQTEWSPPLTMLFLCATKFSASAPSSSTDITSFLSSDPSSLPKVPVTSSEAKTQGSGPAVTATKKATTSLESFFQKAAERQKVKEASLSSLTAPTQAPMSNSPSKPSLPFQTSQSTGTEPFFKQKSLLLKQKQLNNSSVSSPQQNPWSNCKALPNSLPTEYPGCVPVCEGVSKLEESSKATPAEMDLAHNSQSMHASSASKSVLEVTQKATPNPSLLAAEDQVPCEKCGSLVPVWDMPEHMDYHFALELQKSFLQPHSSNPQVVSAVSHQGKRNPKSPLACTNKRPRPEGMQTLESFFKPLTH
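Pol eta at 10 nM preincubated with compounds 15 min at room temperature; reaction started with fluorescent substrate (50 nM final) and read kinetically at 0 and 10 min.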
POLK inh: inhibitors of human DNA polymerase kappa. Q9UBT6. purified Pol kappa, fluorescent DNA synthesis assay, 10 min. Potency, µM (top dose mostly 107 µM), for inactives: at the top dose activity, negative = inhibition, most hits filed as inhibitors. hit rate 0.53% among 400,000; further: on the % scale 0 is the no-effect control and ±100 the full control effect
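10 nM Pol kappa preincubated 15 min at room temperature with compounds, then reaction started with substrate at 50 nM final. Fluorescence read kinetically at 0 and 10 min; buffer-only wells served as negative control.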
Anesthetic bind: candidate novel general anesthetic via apoferritin binding | apoferritin/1-aminoanthracene competitive binding, fluorescence | AID 485281 | Potency, µM (doses to about 77.5 µM), for the others: top-dose activity change, negative = displacement, most hits filed as inhibitors | P02791 | hit rate 0.074% among 350,000; further: on the % scale 0 is the no-effect control and ±100 the full control effect; nearly all actives have a fitted effect of over 20% in size
Target sequence (P02791 2-175 limits assumed): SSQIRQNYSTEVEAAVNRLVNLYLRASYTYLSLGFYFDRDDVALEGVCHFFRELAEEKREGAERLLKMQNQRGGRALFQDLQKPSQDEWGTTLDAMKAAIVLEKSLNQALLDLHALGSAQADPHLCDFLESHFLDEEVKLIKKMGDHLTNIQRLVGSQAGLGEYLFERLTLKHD
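Probe: 1-aminoanthracene (50% saturated, PBS). Protein: horse-spleen apoferritin, 10 uM. Incubation: 10 min, room temperature. Detection: 380 nm excitation, 535 nm emission. Analysis: normalized response, four-parameter Hill.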
G9a block: blocks human histone lysine methyltransferase G9a; hit rate 8.8% among 350,000; G9a H3K9 monomethylation, AlphaScreen, 2 h; Potency, µM (doses to about 102 µM), for the others: top-dose activity, negative = inhibition, hits mostly inhibitors; Q96KQ7; AID 504332; further: on the % scale 0 is the no-effect control and ±100 the full control effect; nearly all actives have a fitted effect of over 75% in size
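Step 1: enzyme (final 20 nM) with compound, 15 min RT. Step 2: substrate peptide 500 nM and SAM 20 uM, 2 h RT. Step 3: anti-H3K9me1 antibody and AlphaScreen beads, 10 min, then plate read.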
BAZ2B inh: BAZ2B (human) inhibition | hit rate 4.4% among 360,000 | AlphaScreen BAZ2B-H3K14Ac peptide displacement | AID 504333 | Q9UIF8 | Potency, µM (series often up to 114 µM), without a hit: at the top dose activity change, negative = inhibition, actives largely listed as inhibitors; further: on the % scale 0 is the no-effect control and ±100 the full control effect; nearly all actives have a fitted effect of over 60% in size
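In this displacement format the biotinylated H3(5-23) peptide acetylated at Lys14 serves as ligand at 50 nM, with BAZ2B at 50 nM in PBS pH 7.4 containing 0.01% Tween-20. Donor and acceptor beads are 10 ug/mL final.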
POLI inh: blocks human DNA polymerase iota activity; Potency, µM (top dose mostly 115 µM), for the others: at the top dose activity, negative = inhibition, usual class: inhibitors; Pol iota fluorescent replication assay, 10 min; hit rate 1% among 390,000; AID 588590; Q9UNA4
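Pol iota at 10 nM preincubated 15 min with compounds at room temperature; reaction started with fluorescent substrate, 50 nM final. Fluorescence read kinetically at 0 and 10 min; buffer-only wells as negative control.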
APEX1 inh: APE1 (human) endonuclease inhibition; P27695; recombinant APE1, TAMRA/BHQ-2 abasic DNA cleavage fluorescence; Potency, µM (highest dose often 65.8 µM), for inactives: at the top dose activity change, negative = inhibition, hits mostly inhibitors; hit rate 0.35% among 350,000; AID 2517;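 further: plate controls were vehicle for no effect and reference inhibitor for full effect; nearly all actives have a fitted effect of over 55% in size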
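Activity was derived from the fluorescence gain between first and third kinetic reads (60 s intervals, ex 525/em 598 nm) after 50 nM THF-abasic TAMRA/BHQ-2 duplex was added to 0.75 nM APE1 preincubated 15 min with compound.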
BLM inh: blocks DNA unwinding by human BLM helicase. recombinant BLM DNA unwinding, fluorescence dequenching. Potency, µM (top dose mostly 56.1 µM), inactives show at the top dose activity change, negative = inhibition, hits mostly inhibitors. hit rate 0.2% among 350,000. AID 2528;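 further: plate controls were vehicle for no effect and no enzyme for full effect; nearly all actives have a fitted effect of over 35% in size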
POLB inh: inhibitors of human DNA polymerase beta. Pol beta primer extension/strand displacement, fluorescence kinetic. P06746. hit rate 1.3% among 340,000. Potency, µM (top dose mostly 114 µM), without a hit: top-dose activity change, negative = inhibition, usual class: inhibitors; further: on the % scale 0 is the no-effect control and ±100 the full control effect
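Homogeneous kinetic assay of primer extension and strand displacement by 10 nM Pol beta, preincubated 15 min at room temperature with compound before 50 nM substrate (final) was added. Read at 0 and 10 min; four-parameter Hill fit.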
The depositor's hits bear a star; ? = inconclusive; · = not tested or not shown; [ ] = another dose, or the depositor's remark. The call rests on the fitted dose curve; in most records, active means well fitted curve in the direction sought with a large enough effect; inconclusive means small, poorly fitted or top-dose-only effect, or another doubt; inactive means no such curve, though single readings can be large; an effect the other way counts as inactive or inconclusive. Potency means the concentration at half of the fitted maximal effect. Some of the compounds tested. The share of hits here may be higher or lower than overall.

no.	Structure	Pol eta inh	POLK inh	Anesthetic bind	G9a block	BAZ2B inh	POLI inh	APEX1 inh	BLM inh	POLB inh
1	CCCN(C(=O)Cn1cnc2onc(-c3ccc(F)cc3)c2c1=O)c1cccc(Cl)c1	-5%	-5%	47%[activator]	-16%[59 µM]	16%[57.1 µM]	-11%	·	-7%	1%
2	CCOC(=O)c1nc2cc3n(c(CC(C)C)c-2c1C)CC(C)=C3C	-10%	-14%	-15%	3.2µM*	?	31%[activator]	9%	0%	19%
3	Cc1ccc(OCc2nnc(NC(=O)Cc3cccs3)s2)cc1	·	·	3%	12%[12.7 µM]	2%	·	-7%	-4%	-17%
4	CN(CC(=O)Nc1c(Cl)cccc1Cl)C(=O)c1ccc2nc[nH]c2c1	?	-10%	·	?	?	?	-4%	·	·
5	O=C(Nc1ccc(N2CCCC2)c(Cl)c1)c1cccc(-c2cc3ccccc3oc2=O)c1	-22%	-3%	-3%	45µM*	-11%	13%	1%	-7%	7%
6	O=C(CN1C(=O)COc2ccc(Cl)cc21)Nc1ccc(N2CCOCC2)cc1	-17%	-3%	-9%	-10%	-11%	-7%	36%	-9%	42%
7	O=C(CN1CCN(S(=O)(=O)N2CCCCCC2)CC1)Nc1ccc(Br)cc1	-25%	-9%	-12%	20%	-11%	29%	15%	-6%	16%
8	CC1CCCC(C)N1C(=O)COC(=O)/C=C/c1ccco1 (stereo not drawn)	?	-5%	·	·	·	?	-28%	·	·
9	COc1ccc(CNC(=O)C(=O)Nc2ccc(OC)cc2OC)cc1	-1%	-3%	-15%	11%[59 µM]	-2%	1%	·	-2%	2%
10	CC(=O)N1CC(C)Sc2ccc(S(=O)(=O)NCCc3cccc(C)c3)cc21 (stereo not drawn)	-12%	5%	0%	-13%	-19%	1%	14%	-4%	0%

Reprinted from the part before: 5 entries, followed by the next part.
no.	Structure	Pol eta inh	POLK inh	Anesthetic bind	G9a block	BAZ2B inh	POLI inh	APEX1 inh	BLM inh	POLB inh
6	O=C(CN1C(=O)COc2ccc(Cl)cc21)Nc1ccc(N2CCOCC2)cc1	-17%	-3%	-9%	-10%	-11%	-7%	36%	-9%	42%
7	O=C(CN1CCN(S(=O)(=O)N2CCCCCC2)CC1)Nc1ccc(Br)cc1	-25%	-9%	-12%	20%	-11%	29%	15%	-6%	16%
8	CC1CCCC(C)N1C(=O)COC(=O)/C=C/c1ccco1 (stereo not drawn)	?	-5%	·	·	·	?	-28%	·	·
9	COc1ccc(CNC(=O)C(=O)Nc2ccc(OC)cc2OC)cc1	-1%	-3%	-15%	11%[59 µM]	-2%	1%	·	-2%	2%
10	CC(=O)N1CC(C)Sc2ccc(S(=O)(=O)NCCc3cccc(C)c3)cc21 (stereo not drawn)	-12%	5%	0%	-13%	-19%	1%	14%	-4%	0%
11	O=C1c2ccccc2-c2c1cccc2C(=O)N1CCCCC1	-10%	3%	-9%	14%[59 µM]	0%	-7%	-8%	-6%	19%
12	O=c1[nH]c(SCc2nc3c(cnn3-c3ccccc3)c(=O)[nH]2)nc2ccccc12	?	2%	-12%	5%	-4%[57.1 µM]	28%	?	-7%	16%
13	Cc1ccc(NC(=O)Nc2ccc3c(c2)OCO3)c(Br)c1	-16%	-9%	-4%	6%	-27%	28%	58%[activator]	-5%	10%
14	O=c1c2ccccc2ncn1Cc1ccc(Cl)cc1	-2%	-5%	-18%	-3%	0%	5%	0%	-1%	15%
15	CN(C)CCN(Cc1ccco1)S(=O)(=O)c1csc(C(N)=O)c1	0%	0%	-8%	6%	-6%	10%	-10%	1%	-10%
16	O=C(/C=C/Nc1ccccc1)C(F)(F)F	-11%	-5%	-6%	-36%	-2%	50%[activator]	-1%	-1%	-17%
17	CC(C)Oc1ccc(CNC(=O)c2ccc3nc(N4CCOCC4)sc3c2)cc1	-8%	12%	?	-7%	-32%	40%[activator]	44%	0%	-1%
18	COc1cc(S(=O)(=O)n2nnc3ccccc32)c(OC)cc1Cl	0%	-22%	3%	-41%[59 µM]	3%	25%	20%	5%	14%
19	Cc1ccc(-c2noc(-c3ccc(NCC4CCCO4)c([N+](=O)[O-])c3)n2)cc1 (stereo not drawn)	-9%	-6%	-8%	-17%[59 µM]	-15%	?	·	-2%	?
20	CCOc1ccc(N(C(=O)c2ccc(S(=O)(=O)N3CCCC3)cc2)C2C=CS(=O)(=O)C2)cc1 (stereo not drawn)	-3%	-5%	-15%	76%[activator]	-16%	11%	7%	-4%	27%
21	COc1ccc2nc(-c3ccc(Cl)cc3)cc(C(=O)O)c2c1	0%	-12%	29%	?	-8%	6%	-17%	2%	-22%
22	COc1cc2c(cc1OC)C(c1cc3cc4c(cc3[nH]c1=O)OCO4)N(C(=O)C1CC1)CC2 (stereo not drawn)	-5%	3%	5%	10%[59 µM]	7%	4%	-1%	-1%	2%
23	COc1ccc(N2CCN(C(=O)NC3CCCCC3)CC2)cc1	?	-3%	-4%	?	4%	89µM*	0%	-2%	-2%
24	COc1ccc2nc(N/C(=N/S(=O)(=O)c3cccs3)c3ccccc3Cl)sc2c1	-3%	-17%	-17%	?	-30%	-31%	0%	-7%	-24%
25	Cc1ccccc1C(=O)Nc1nnc2n1CCS2	-16%	-3%[60.1 µM]	-2%	8.9µM*	?	14%	·	-2%	9%
26	Cc1[nH]c2ccccc2c1C(=O)CN1CC(C)OC(C)C1 (stereo not drawn)	-9%	-7%	4%	?	3%	-22%[58.9 µM]	2%	0%	20%
27	COc1ccc(CCNC(=O)C2CC(=O)N(c3ccc(C)cc3)C2)cc1 (stereo not drawn)	4%	-8%	5%	-50%	2%	-8%	15%	-4%	10%
28	CCCN(CCC)Cc1c(C(=O)N/N=C/c2ccncc2)nnn1-c1nonc1N	-7%	9%	1%	9%	-13%	30%[activator]	22%	-2%	0%
29	CCN(CC)S(=O)(=O)c1ccc(OC)c(NC(=O)CSc2cc(Cl)ccc2Cl)c1	-26%	-11%	59%[activator]	-10%	3%	9%	-5%	-4%	-3%
30	O=c1[nH]c2ccccc2nc1/C=C/c1ccccc1	-9%	10%	-13%	·	7%	18%	-6%	-3%	-1%
31	CC1(CC(=O)N/N=C/c2ccc(OCc3ccc(Cl)cc3Cl)cc2)OCCCO1	-3%	-14%	-17%	-40%[59 µM]	7%[57.1 µM]	10%	-1%	-13%	-4%
32	CCOC(=O)c1ccc(N2C(=O)C3C(/C=C/c4ccccc4)OC4(C(=O)c5ccccc5C4=O)C3C2=O)cc1 (stereo not drawn)	0%	-17%	2%	-4%[59 µM]	-32%	-2%	-2%	-1%	-19%
33	COc1ccc(OC)c2[nH]c(=O)c(CCNC(=O)c3cccs3)cc12	-19%	-4%	-11%	-22%	-25%	37%[activator]	-8%	-2%	-11%
34	COc1ccc(N=Cc2cccc(C)c2O)cc1Cl	-9%	2%	-8%	-17%[59 µM]	-24%	62%[activator]	4%	1%	-1%
35	CC(C)=CCCC1=CCC(/C=N/NC(N)=O)C(C)C1 (stereo not drawn)	-12%	-16%	-20%	-5%	-26%	-1%	3%	-2%	1%
36	S=C(c1ccc2c(c1)OCO2)N1CCCCCC1	2%	-3%	?	50µM*	3%	-6%	4%	1%	25%
37	CCCn1nc(C(=O)NCCN2CCOCC2)c2ccccc2c1=O	3%	-5%	13%	-10%[12.7 µM]	-2%	5%	14%	0%	7%
38	COc1ccc(C(=O)N2CCCCC2)cc1S(=O)(=O)Nc1ccccc1	-5%	-1%	-14%	-35%[0.0925 µM]	4%	5%	-1%	0%	55%
39	CC(C)(C)c1[nH]nc2c1C(Cc1ccccc1)C(C#N)=C(N)O2 (stereo not drawn)	-5%	-6%	-9%	20%[12.7 µM]	6%	8%	-4%	-2%	7%
40	CC(C)c1cccc(C(C)C)c1NC(=O)Cn1c(=O)cnc2ccccc21	6%	-1%	-6%	3%[59 µM]	1%	0%	0%	1%	27%
41	CC(C)CC1=NN2C(=N)/C(=C\c3coc4ccccc4c3=O)C(=O)N=C2S1	20µM*	?	-23%	?	-9%	?	21%	-8%	20µM*
42	COc1ccc(C(=O)NC(NC(=O)c2ccc(OC)cc2)c2ccccc2F)cc1	2%	-8%	-1%	?	-2%	18%	-1%	-1%	-24%
43	CCOc1ccc(S(=O)(=O)NCc2ccc3c(c2)OCO3)cc1NC(C)=O	-7%	1%	0%	7%	12%	-13%	19%	0%	48%
44	CC(C)Oc1ccc(CNC(=O)C2CCN(C(=O)N3CC(C)Oc4ccccc43)CC2)cc1 (stereo not drawn)	-10%	-2%	-7%	?	-7%	24%	·	0%	-4%
45	CCC(CC)C(=O)OCc1cc(=O)n2nc(C3CCCCC3)sc2n1	-19%	-7%	-23%	6%[59 µM]	4%	11%	·	-2%	11%
46	CCN(CC)C(=O)C(C)N(C#N)c1nc(NC(C)C)nc(NC(C)C)n1 (stereo not drawn)	-16%	-8%	0%	-6%[12.7 µM]	3%	22%	0%	-10%	-5%
47	Cc1cccc(NC(=O)C2CCN(c3ncnc4c3nc3n4CCCCC3)CC2)n1	-21%	-2%	-4%	2%[59 µM]	-9%	25%	2%	-1%	11%
48	Fc1ccccc1-n1cc(-c2ccccc2)[nH]c1=S	-8%	-7%	-12%	3.5µM*	?	125%[activator]	0%	-2%	-2%
49	CC(C)Oc1cccc(C(=O)NC(=S)Nc2cccc(C(F)(F)F)c2)c1	-28%	-1%	?	·	0%	-12%	10%	-6%	12%
50	O=C(CSc1ncn[nH]1)N1CCOCC1	5%	-3%	-4%	5%[12.7 µM]	-10%	6%	13%	-1%	2%
51	CCc1ccc(NC(=O)c2ccccc2SC)cc1	-10%	0%	-12%	-1%	-2%	15%	3%	-5%	-6%
52	NC(=O)C1CCN(C(=O)c2ccc3c(c2)S(=O)(=O)c2ccccc2C3=O)CC1	-13%	-5%	7%	-6%[59 µM]	5%	5%	71%[activator][12.4 µM]	-1%	-22%
53	CCCn1c(=O)c2ccccc2n2c(SCN3C(=O)c4ccccc4C3=O)nnc12	·	·	1%	-34%[12.7 µM]	-4%	·	-9%	-4%	-4%
